Screening data as filed in PubChem.
TLR9-MyD88 inh: inhibitors of human TLR9-MyD88 binding; Q9NR96+Q99836; CHO BLA complementation TLR9-MyD88, CCF4 FRET ratio; inhibition, % at 4.98 µM; 340,000 tested, 0.21% active; AID 504734;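 active means inhibition above the mean over all tested compounds plus 3 SD, cut at about 21% in these data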;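 further: 0% = DMSO only wells and 100% = clavulanate BLA inhibitor control wells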
ABCB6 inh 2: inhibitors of human ABC transporter ABCB6. Q9NP58. K562-ABCB6 porphyrin accumulation, flow cytometry, 1 h; hits give low values. fluorescence ratio to DMSO, % at 10 µM. 360,000 tested, 0.19% active. AID 602162;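 active means fluorescence ratio to DMSO below 75%, the collection mean minus 3 SD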;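 further: signal is porphyrin accumulated inside mitochondria; 100% equals median channel fluorescence of DMSO control wells; lower ratio means ABCB6 inhibition with less porphyrin fluorescence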
Target sequence (Q9NP58 whole entry, looked up): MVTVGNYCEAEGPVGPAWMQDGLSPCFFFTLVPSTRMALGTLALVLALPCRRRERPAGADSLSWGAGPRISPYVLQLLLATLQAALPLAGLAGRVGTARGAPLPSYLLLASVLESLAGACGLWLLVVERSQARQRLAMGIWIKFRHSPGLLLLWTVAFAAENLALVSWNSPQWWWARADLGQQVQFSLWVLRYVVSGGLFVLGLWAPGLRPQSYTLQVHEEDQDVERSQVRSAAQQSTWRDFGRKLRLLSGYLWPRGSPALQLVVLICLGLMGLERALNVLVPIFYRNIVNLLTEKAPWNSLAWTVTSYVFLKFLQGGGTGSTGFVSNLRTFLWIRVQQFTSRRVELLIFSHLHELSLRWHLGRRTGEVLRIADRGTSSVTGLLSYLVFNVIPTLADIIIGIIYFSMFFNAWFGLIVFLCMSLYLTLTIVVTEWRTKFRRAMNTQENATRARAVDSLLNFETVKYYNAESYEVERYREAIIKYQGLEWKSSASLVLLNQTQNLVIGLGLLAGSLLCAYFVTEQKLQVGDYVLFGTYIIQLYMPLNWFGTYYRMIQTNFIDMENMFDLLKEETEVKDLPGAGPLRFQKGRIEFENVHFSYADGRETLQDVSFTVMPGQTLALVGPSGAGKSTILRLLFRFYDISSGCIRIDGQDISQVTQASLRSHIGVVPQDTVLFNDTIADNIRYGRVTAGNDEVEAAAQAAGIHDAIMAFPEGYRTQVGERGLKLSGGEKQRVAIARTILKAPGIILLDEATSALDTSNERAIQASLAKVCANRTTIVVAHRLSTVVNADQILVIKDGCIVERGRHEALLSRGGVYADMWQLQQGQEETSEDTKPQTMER
MC4R ag barr: activates human MC4R beta-arrestin recruitment. P32245. U2OS MC4R beta-arrestin complementation, luminescence; percent of melanotan II response, DMSO zero. activation, % at 8.9 µM. 360,000 tested, 0.98% active. AID 540308;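 active means activation above a per-plate cutoff, the mean activation of sample wells on that plate plus 3 SD, cut at about 8% in these data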
ABHD5 PLIN5 PPI: blocks binding of human ABHD5 to perilipin-5 | 360,000 tested, 0.78% active | inhibition, % at 4 µM | Q00G26+Q8WTS1 | AID 602281 | Split G. princeps luciferase complementation, luminescence, 4 h;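 active means inhibition above the mean inhibition across every tested compound plus 3 SD, cut at about 22% in these data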;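 further: 0% = DMSO only wells and the 100% control is not disclosed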
MC4R antag cAMP: antagonists of human melanocortin 4 receptor (MC4R). P32245. MC4R-expressing cells, MTII-stimulated cAMP, LANCE TR-FRET. inhibition, % at 6.5 µM. 360,000 tested, 0.48% active;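 active means inhibition above its plate's cutoff, the mean of tested wells on that plate plus 3 SD, cut at about 29% in these data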;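 further: 0% = Melanotan II alone and 100% = Melanotan II plus saturating MCL0020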
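System: U2OS cells stably expressing human melanocortin 4 receptor (MC4R). Reagent: Melanotan II challenge after compound preincubation. Doses: 6.5 µM. Times: 30-min compound, 1-h challenge, 1-h detection, room temperature. Measured by: TR-FRET with Eu-cAMP and labeled anti-cAMP, 671 nm. Replicates: singlicate.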
NOD2 RIPK2 PPI: inhibitors of human NOD2-RIPK2 interaction; AID 624267; O43353; CHO BLA complementation NOD2-RIPK2, CCF4 ratio; 360,000 tested, 0.38% active; inhibition, % at 4.98 µM; in the data active means inhibition above about 21%;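 further: 0% = vehicle only and 100% = reference blocker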
Vif imaging: inhibitors of HIV Vif. inhibition, % at 7.49 µM. HEK293T cells, Vif self-association by quenched fluorescence, imaging, 24 h. AID 602346. 340,000 tested, 0.35% active; in the data active means inhibition above about 50%, passing the limit was not always enough; further: some results filed as inactive read as strong as hits
N-glyco inh: blocks N-linked glycosylation in D54 reporter cells. 360,000 tested, 0.23% active. D54 ERlucT glycosylation luciferase reporter, 24 h; percent of 100 nM tunicamycin response. reporter increase, % at 12.5 µM;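 active means mean luciferase reporter signal, scaled so untreated is 0 and the glycosylation-blocking control 100, at or above a set limit in every replicate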;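 further: luciferase carries N-glycosylation sites so blocking glycosylation raises the light; 0% = median of neutral control wells and 100% = median of 100 nM tunicamycin wells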
Granule exo inh: blocks lytic granule exocytosis; TALL-104 LAMP-1 surface exposure, flow cytometry; cells stimulated with thapsigargin and PMA; inhibition, % at 10 µM; 360,000 tested, 0.66% active; AID 651702;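 active means inhibition above about 55%, limit read from the data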
aDG glyco up: alpha-DG glycosylation activation. Pro5-aDG cells, alpha-DG glycosylation AlphaScreen (IIH6); 0% Pro5, 100% B10-LARGE cell signal. 360,000 tested, 0.22% active. activation, % at 10 µM. AID 624168;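 active means activation of at least 8% versus controls, or a plate z-score of at least 8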;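 further: Pro5 are CHO cells carrying HIG-tagged alpha-DG that lacks glycosylation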
Starred values were filed as active, the others as inactive. Not all compounds are listed (hit frequency here may not be typical).

For COc1ccc2[nH]c(=O)c(CN(CCO)C(=O)c3cccs3)cc2c1 the results were TLR9-MyD88 inh 0, ABCB6 inh 2 104, MC4R ag barr 1.4, ABHD5 PLIN5 PPI 2, MC4R antag cAMP 19, NOD2 RIPK2 PPI -4, Vif imaging 13, N-glyco inh 2, Granule exo inh -5 and aDG glyco up 0.0.
`Cc1ccc(S(=O)(=O)NC(=O)N2CCN(Cc3c(F)cccc3Cl)CC2)cc1` gave TLR9-MyD88 inh 0, ABCB6 inh 2 96, MC4R ag barr -3.5, ABHD5 PLIN5 PPI -3, MC4R antag cAMP 6, NOD2 RIPK2 PPI 6, Vif imaging -10, N-glyco inh 0, Granule exo inh -7 and aDG glyco up 0.0.
Screening COc1ccccc1N1CCSC1C(N)=O (stereo not given) returned TLR9-MyD88 inh -12, ABCB6 inh 2 97, MC4R ag barr -2.5, ABHD5 PLIN5 PPI 3, MC4R antag cAMP 10, NOD2 RIPK2 PPI -10, Vif imaging 15, N-glyco inh 2, Granule exo inh 0 and aDG glyco up -0.2.
Screening COc1cc(/C=N/NC(=O)c2cccc([N+](=O)[O-])c2)ccc1O returned TLR9-MyD88 inh 6, ABCB6 inh 2 93, MC4R ag barr -2.2, ABHD5 PLIN5 PPI 7, MC4R antag cAMP 2, NOD2 RIPK2 PPI -4, Vif imaging -2, N-glyco inh 2, Granule exo inh -2 and aDG glyco up -0.5.
For O=C(NCc1cc2ccccc2[nH]1)c1ccccc1F the results were TLR9-MyD88 inh -2, ABCB6 inh 2 96, MC4R ag barr 0.0, ABHD5 PLIN5 PPI -3, MC4R antag cAMP 1, NOD2 RIPK2 PPI -3, Vif imaging 0, N-glyco inh -2, Granule exo inh -1 and aDG glyco up 0.0.
For Cc1[nH]c2ccc(C(=O)OCC(=O)NC3(C#N)CCCCC3)cc2c1C the results were TLR9-MyD88 inh -3, ABCB6 inh 2 98, MC4R ag barr -2.5, ABHD5 PLIN5 PPI -8, MC4R antag cAMP 1, NOD2 RIPK2 PPI -13, Vif imaging -10, N-glyco inh 2, Granule exo inh -2 and aDG glyco up -0.1.
Screening Cc1ccc(N2CCN(S(=O)(=O)N3CCCCC3)CC2)cc1Cl returned TLR9-MyD88 inh -1, ABCB6 inh 2 91, MC4R ag barr -1.5, ABHD5 PLIN5 PPI -1, MC4R antag cAMP 3, NOD2 RIPK2 PPI 6, Vif imaging 9, N-glyco inh 1, Granule exo inh -1 and aDG glyco up 0.0.
For CCc1nnc(NC(=O)CCN2C(=O)CCC2=O)s1 the results were TLR9-MyD88 inh 8, ABCB6 inh 2 97, MC4R ag barr 1.9, ABHD5 PLIN5 PPI -2, MC4R antag cAMP -9, NOD2 RIPK2 PPI -10, Vif imaging 2, N-glyco inh 2, Granule exo inh -1 and aDG glyco up -0.1.
For COc1ccc(Br)cc1CN(C)CC(=O)Nc1c(Cl)ccc(C)c1Cl the results were TLR9-MyD88 inh 4, ABCB6 inh 2 102, MC4R ag barr 1.3, ABHD5 PLIN5 PPI 20, MC4R antag cAMP -6, NOD2 RIPK2 PPI -18, Vif imaging -6, N-glyco inh 0, Granule exo inh -3 and aDG glyco up 0.4.
Screening Cc1ccc(C(=O)N/C(=C\c2ccccc2)C(=O)NCc2cccnc2)cc1 returned TLR9-MyD88 inh 0, ABCB6 inh 2 102, MC4R ag barr -0.2, ABHD5 PLIN5 PPI 0, MC4R antag cAMP 6, NOD2 RIPK2 PPI -3, Vif imaging 4, N-glyco inh 2, Granule exo inh 12 and aDG glyco up 0.7.
`Cc1ccc(N2CCN(C(=O)c3ccccc3NC(=O)c3ccccc3C(=O)O)CC2)cc1` gave TLR9-MyD88 inh 3, ABCB6 inh 2 98, MC4R ag barr 1.4, ABHD5 PLIN5 PPI -2, MC4R antag cAMP 8, NOD2 RIPK2 PPI -14, Vif imaging -3, N-glyco inh 1, Granule exo inh -5 and aDG glyco up -0.2.
O=C(Nc1cccc(NC(=O)C2CCCO2)c1)C1CCCO1 (stereo not given) was read as TLR9-MyD88 inh 0, ABCB6 inh 2 96, MC4R ag barr 2.6, ABHD5 PLIN5 PPI 6, MC4R antag cAMP 0, NOD2 RIPK2 PPI 6, Vif imaging -3, N-glyco inh 3, Granule exo inh 7 and aDG glyco up -0.3.
Screening CCO[C@H]1OC(C(=O)N2CCN(Cc3ccc4c(c3)OCO4)CC2)=C[C@@H](c2ccc(Br)cc2)[C@@H]1CCCO returned TLR9-MyD88 inh 4, ABCB6 inh 2 97, MC4R ag barr -0.9, ABHD5 PLIN5 PPI 12, MC4R antag cAMP 1, NOD2 RIPK2 PPI -3, Vif imaging -7, N-glyco inh -3, Granule exo inh -5 and aDG glyco up 0.5.
Screening CC(=O)NC(NC(=S)Nc1ccc(N=Nc2ccccc2C)cc1C)C(Cl)(Cl)Cl (stereo not given) returned TLR9-MyD88 inh 6, ABCB6 inh 2 98, MC4R ag barr -0.2, ABHD5 PLIN5 PPI -3, MC4R antag cAMP 2, NOD2 RIPK2 PPI -6, Vif imaging 10, N-glyco inh 1, Granule exo inh 0 and aDG glyco up 0.6.
CCN1C[C@@H]2[C@@H]3C(=O)N(Cc4ccccc4)C(=O)[C@@H]3[C@](Cc3ccccc3)(C1=O)N2C(=O)c1ccc(C)cc1 was read as TLR9-MyD88 inh 2, ABCB6 inh 2 96, MC4R ag barr -0.2, ABHD5 PLIN5 PPI -5, MC4R antag cAMP 6, NOD2 RIPK2 PPI -7, Vif imaging 1, N-glyco inh 3, Granule exo inh -2 and aDG glyco up 0.3.
`O=C(Nc1ccccc1[N+](=O)[O-])c1cc(S(=O)(=O)N2CCOCC2)cs1` gave TLR9-MyD88 inh -2, ABCB6 inh 2 98, MC4R ag barr -0.3, ABHD5 PLIN5 PPI 4, MC4R antag cAMP 0, NOD2 RIPK2 PPI -11, Vif imaging 16, N-glyco inh -1, Granule exo inh -6 and aDG glyco up 0.2.
`CC1=C(C(=O)N(C)CCC#N)C2(CCCCC2)OC1=O` gave TLR9-MyD88 inh 2, ABCB6 inh 2 104, MC4R ag barr -0.9, ABHD5 PLIN5 PPI 0, MC4R antag cAMP 1, NOD2 RIPK2 PPI 5, Vif imaging -1, N-glyco inh 3, Granule exo inh -4 and aDG glyco up 0.0.
For Cn1c(=O)[nH]c(=O)c2c1nc(Sc1ncccn1)n2CCCc1ccccc1 the results were TLR9-MyD88 inh -2, ABCB6 inh 2 93, MC4R ag barr -1.4, ABHD5 PLIN5 PPI -4, MC4R antag cAMP -2, NOD2 RIPK2 PPI 2, Vif imaging 7, N-glyco inh 2, Granule exo inh -1 and aDG glyco up 0.4.
`Cc1cc(S(=O)(=O)NCCCN2CCOCC2)c(C)cc1Cl` gave TLR9-MyD88 inh -20, ABCB6 inh 2 98, MC4R ag barr -3.2, ABHD5 PLIN5 PPI -2, MC4R antag cAMP 0, NOD2 RIPK2 PPI -6, Vif imaging -5, N-glyco inh 3, Granule exo inh 0 and aDG glyco up 0.1.
`CCOC(=O)c1ccc(NCc2nc3ccccc3n2C)cc1` gave TLR9-MyD88 inh -1, ABCB6 inh 2 97, MC4R ag barr -2.2, ABHD5 PLIN5 PPI 5, MC4R antag cAMP 3, NOD2 RIPK2 PPI -3, Vif imaging 2, N-glyco inh 1, Granule exo inh -4 and aDG glyco up 0.1.
`COc1ccc(C(=O)NNC(=O)CSc2nnc(C)n2CC2CCCO2)cc1` (stereo not given) gave TLR9-MyD88 inh -5, ABCB6 inh 2 99, MC4R ag barr -2.6, ABHD5 PLIN5 PPI -5, MC4R antag cAMP 6, NOD2 RIPK2 PPI 5, Vif imaging 17, N-glyco inh 1, Granule exo inh 1 and aDG glyco up -0.2.
For O=C(Nc1nc(-c2ccccn2)cs1)c1ccc([N+](=O)[O-])o1 the results were TLR9-MyD88 inh -1, ABCB6 inh 2 96, MC4R ag barr -1.7, ABHD5 PLIN5 PPI 0, MC4R antag cAMP -1, NOD2 RIPK2 PPI -17, Vif imaging 6, N-glyco inh 13, Granule exo inh -4 and aDG glyco up 0.2.
Screening Cc1nc2scc(-c3ccc(C(C)C)cc3)c2c(=O)n1N returned ABCB6 inh 2 101, MC4R ag barr 0.3, ABHD5 PLIN5 PPI 0, MC4R antag cAMP 7, NOD2 RIPK2 PPI -20, Vif imaging 0, N-glyco inh -2, Granule exo inh 0 and aDG glyco up 0.5.
O=C(Nc1ccccc1)C1=C(Nc2ccccc2)CSC1 was read as TLR9-MyD88 inh 8, ABCB6 inh 2 95, MC4R ag barr -2.3, ABHD5 PLIN5 PPI -4, MC4R antag cAMP -5, NOD2 RIPK2 PPI -12, Vif imaging -15, N-glyco inh 2, Granule exo inh 9 and aDG glyco up 0.0.
For CCOC(=O)c1c(C)n(C)c2c(C)cc(O)c(OC(=O)CC)c12 the results were TLR9-MyD88 inh -4, ABCB6 inh 2 98, MC4R ag barr -0.6, ABHD5 PLIN5 PPI -5, MC4R antag cAMP 3, NOD2 RIPK2 PPI 2, Vif imaging 12, N-glyco inh 3, Granule exo inh -1 and aDG glyco up 0.3.
Screening CCN(CC)c1ncnc2c1ncn2[C@H]1CN(Cc2cccnc2)C[C@@H](CO)O1 returned ABCB6 inh 2 96, MC4R ag barr -2.8, ABHD5 PLIN5 PPI -6, MC4R antag cAMP 1, NOD2 RIPK2 PPI -1, Vif imaging -8, N-glyco inh 3, Granule exo inh -4 and aDG glyco up -0.1.
For CCN(CC)c1ccc(/C=N/NC(=O)c2c[nH]c3ccccc23)cc1 the results were TLR9-MyD88 inh -6, ABCB6 inh 2 100, MC4R ag barr 2.9, ABHD5 PLIN5 PPI -2, MC4R antag cAMP -6, NOD2 RIPK2 PPI -3, Vif imaging -2, N-glyco inh 7, Granule exo inh 1 and aDG glyco up 0.2.
`O=C1NC[C@H](CCCCN2C[C@H](Cc3ccc(O)cc3)N(CCC3CCCCC3)C(=O)C2=O)N(CCC2CCCCC2)C1=O` gave ABCB6 inh 2 102, ABHD5 PLIN5 PPI 3, NOD2 RIPK2 PPI -2, Granule exo inh -11 and aDG glyco up -0.2.
Screening CCC(CC)C(=O)N1CC(=O)Nc2ccc(C)cc2C1c1ccccc1 (stereo not given) returned TLR9-MyD88 inh -2, ABCB6 inh 2 96, MC4R ag barr 1.0, ABHD5 PLIN5 PPI 2, MC4R antag cAMP 1, NOD2 RIPK2 PPI 2, Vif imaging 21, N-glyco inh -2, Granule exo inh 3 and aDG glyco up 0.1.
Screening O=C(Nc1ccc(Cl)cc1)c1csc([C@@H]2O[C@H](CO)[C@@H](O)[C@H]2O)n1 returned ABCB6 inh 2 101, MC4R ag barr -0.8, ABHD5 PLIN5 PPI 10, MC4R antag cAMP 5, NOD2 RIPK2 PPI -5, Vif imaging 18, N-glyco inh 0, Granule exo inh -3 and aDG glyco up -0.1.
